From PubChem
OXTR ag = agonists of human oxytocin receptor; activation, % at 3 µM; actives 0.32% (n = 320,000); CHO-OTR cells, Fluo-8 calcium fluorescence; normalized: DMSO 0%, oxytocin 100%; P30559;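 active means activation above the mean of all tested compounds plus 3 SD, cutoff set per screening run, cut at about 20% in these data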;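 further: peak over basal fluorescence ratio from a 100 s FLIPR kinetic read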
Target sequence (P30559 whole entry, looked up): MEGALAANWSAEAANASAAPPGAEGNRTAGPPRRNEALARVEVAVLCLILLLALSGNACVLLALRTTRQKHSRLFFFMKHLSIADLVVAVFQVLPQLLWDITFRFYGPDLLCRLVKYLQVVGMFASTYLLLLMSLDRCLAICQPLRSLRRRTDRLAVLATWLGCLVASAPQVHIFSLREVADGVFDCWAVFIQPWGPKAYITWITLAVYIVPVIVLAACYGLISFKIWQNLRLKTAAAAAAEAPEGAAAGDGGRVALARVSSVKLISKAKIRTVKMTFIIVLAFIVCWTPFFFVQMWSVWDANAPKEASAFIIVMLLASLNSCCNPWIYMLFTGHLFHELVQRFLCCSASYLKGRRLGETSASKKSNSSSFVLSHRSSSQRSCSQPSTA
V1R ag counter = activates human V1a receptor in oxytocin agonist counter-screen | P37288 | CHO-V1R cells, Fluo-8 calcium fluorescence, agonist mode; 0% DMSO, 100% 3 nM vasopressin | activation, % at 3 µM | actives 0.25% (n = 320,000);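 active means activation above the mean activation of all tested compounds plus 3 SD, per screening run, cut at about 20% in these data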;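 further: signal is peak over basal fluorescence ratio across a 100 second FLIPR read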
Target sequence (P37288 whole entry, looked up): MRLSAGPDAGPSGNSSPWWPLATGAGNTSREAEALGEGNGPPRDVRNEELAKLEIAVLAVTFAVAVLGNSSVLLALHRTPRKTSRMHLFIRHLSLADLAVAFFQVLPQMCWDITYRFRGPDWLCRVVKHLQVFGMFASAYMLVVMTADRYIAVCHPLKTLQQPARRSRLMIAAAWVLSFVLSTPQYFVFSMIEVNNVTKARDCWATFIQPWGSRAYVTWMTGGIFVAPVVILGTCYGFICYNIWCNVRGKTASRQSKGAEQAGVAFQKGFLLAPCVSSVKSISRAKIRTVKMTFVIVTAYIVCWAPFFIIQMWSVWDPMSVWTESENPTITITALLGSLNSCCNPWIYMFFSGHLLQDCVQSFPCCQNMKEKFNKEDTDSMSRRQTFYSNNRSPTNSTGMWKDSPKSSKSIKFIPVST
GalR3 antag = blocks the human galanin receptor 3 | O60755 | HEK293 GalR3-CNG cAMP membrane potential fluorescence; galR3 body fused to GalR1 C-terminus | inhibition, % at 3 µM | actives 0.44% (n = 360,000);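 active means inhibition above the screen-wide average plus 3 SD, cut at about 13% in these data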;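 further: forskolin and galanin both at EC90 stimulate the cells; cAMP rise reported by CNG channel membrane potential dye signal; 0% = forskolin plus galanin with DMSO and 100% = forskolin alone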
Starred values were filed as active, the others as inactive.

SMILES	OXTR ag	V1R ag counter	GalR3 antag
Cc1ccc(OCC(=O)N(C)CC(=O)Nc2ccc(F)c(F)c2F)cc1	-1.6	0.5	-2.8
COc1ccc(-c2sc3ccc(N4CCOCC4)cc3c2C#CC2(O)CCCCC2)cc1	-0.9	0.8	-7.1
CC(C)(C)OC(=O)NCCCCCNC(=O)c1nc[nH]c1C(=O)NCc1ccccc1	1.4	1.4	-0.4
CN(C(=O)c1ccccc1C(=O)OCC(=O)Nc1ccc(OC(F)F)cc1)c1ccccc1	0.6	2.8	-2.1
CSc1ccccc1NC(=O)CN(C)C(=O)c1c(C)nn(Cc2ccccc2)c1C	1.2	0.8	-4.6
COc1cccc(C(=O)NCCS(=O)(=O)NCC2CCCO2)c1 (centres undefined)	-0.9	-0.6	-3.0
Cn1c(SCC(=O)NCc2ccco2)nnc1C1CC1	1.7	0.8	-6.4
O=C(Nc1ccc(-c2ccccc2)cc1)c1ccc2c(c1)S(=O)(=O)c1ccccc1C2=O	-0.1	0.1	-4.8
CCc1nc2ccccc2c(C(=O)OCC(=O)NC2CC2)c1C	-2.1	-1.1	-3.6
CSCCC(NS(=O)(=O)c1ccccc1)C(=O)OC(C)C(=O)Nc1ccc(Cl)cn1 (centres undefined)	-0.7	0.4	-3.1

Reprinted from the part before: three entries, then new ones.
SMILES	OXTR ag	V1R ag counter	GalR3 antag
O=C(Nc1ccc(-c2ccccc2)cc1)c1ccc2c(c1)S(=O)(=O)c1ccccc1C2=O	-0.1	0.1	-4.8
CCc1nc2ccccc2c(C(=O)OCC(=O)NC2CC2)c1C	-2.1	-1.1	-3.6
CSCCC(NS(=O)(=O)c1ccccc1)C(=O)OC(C)C(=O)Nc1ccc(Cl)cn1 (centres undefined)	-0.7	0.4	-3.1
CCOC(=O)[C@H]1[C@H]2COc3ccc(OC)cc3[C@@H]2N2C(=O)c3cc(OC)c(OC)cc3NC(=O)[C@@]12C	1.8	0.6	-6.3
COc1cc(SC)ccc1C(=O)Nc1cccc(S(=O)(=O)NC2=NCCC2)c1	0.4	2.6	-3.1
CC(OC(=O)c1ccc(S(=O)(=O)NCc2ccco2)cc1)C(=O)Nc1ccccc1 (centres undefined)	2.9	2.7	-7.6
CC(Sc1ccccc1F)C(=O)Nc1cccc(S(=O)(=O)N2CCOCC2)c1 (centres undefined)	1.1	2.3	-7.6
O=C(NCc1ccncc1)c1cccc(S(=O)(=O)N2CCc3ccccc32)c1	13.5	10.2	-1.9
C[C@H](CO)N1C[C@H](C)[C@@H](CN(C)Cc2ccc(Cl)c(Cl)c2)Oc2c(NC(=O)CCC(F)(F)F)cccc2C1=O	0.5	0.0	-4.8
Cc1c(C(=O)Nc2ccccc2)cnn1-c1ccccc1	-0.3	1.2	1.8
COc1cc(/C=C/C(=O)OCC(=O)NCCCc2ccccc2)cc(OC)c1OC	0.1	0.7	0.2
COCCN1C(=O)N[C@@H](c2ccccc2)[C@H](C(=O)OC)[C@H]1C	0.1	0.1	-4.3
COc1ccc(-c2sc3ccc(N4CCOCC4)cc3c2C#CC(C)(C)O)cc1	-1.8	-1.0	-1.9
CC(=O)c1cc(Cl)ccc1OCC(=O)Nc1cccc(S(=O)(=O)N2CCCC2)c1	4.8	5.1	-3.1
COc1ccccc1NC(=O)Nc1nc(CC(=O)NCc2ccccn2)cs1	0.2	5.3	-3.6
CSC1=NC2(C[C@H]2c2ccccc2)C(=O)N1C (some centres undefined)	0.1	1.0	-3.2
Cc1ccc(SCC(=O)OCC(=O)NCc2cccs2)cc1	-2.9	-2.0	-2.0
O=C(C[C@@H]1C/C=C\C[C@@H](NC(=O)OCC2c3ccccc3-c3ccccc32)C(=O)OC[C@@H](Cc2ccccc2)NC1=O)NCCO	-0.4	-1.1	-0.8
O=C(CNC(=O)c1ccc(Cl)cc1Cl)OCc1cn2cc(Br)ccc2n1	-1.5	-0.8	-3.0
Cc1ccc(NC(=O)c2nc[nH]c2C(=O)N(C)Cc2ccccc2)cc1	0.6	1.3	-8.6
Cc1ccc(S(=O)(=O)N(CC(=O)c2ccc(Cl)cc2)C(=O)N2CCN(C)CC2)cc1	0.7	-0.3	-6.0
CCC(C)(C)C1CCc2[nH]nc(C(=O)NCc3ccc(Cl)cc3)c2C1 (centres undefined)	-0.7	-0.3	-4.6
COC(=O)[C@]1(Cc2ccccc2)N[C@H](CN(C)C(=O)c2ccc(C)cc2)[C@@H]2C(=O)N(Cc3ccccc3)C(=O)[C@@H]21	-1.4	0.5	-6.0

The last five compounds of the section above open the next one:
SMILES	OXTR ag	V1R ag counter	GalR3 antag
O=C(CNC(=O)c1ccc(Cl)cc1Cl)OCc1cn2cc(Br)ccc2n1	-1.5	-0.8	-3.0
Cc1ccc(NC(=O)c2nc[nH]c2C(=O)N(C)Cc2ccccc2)cc1	0.6	1.3	-8.6
Cc1ccc(S(=O)(=O)N(CC(=O)c2ccc(Cl)cc2)C(=O)N2CCN(C)CC2)cc1	0.7	-0.3	-6.0
CCC(C)(C)C1CCc2[nH]nc(C(=O)NCc3ccc(Cl)cc3)c2C1 (centres undefined)	-0.7	-0.3	-4.6
COC(=O)[C@]1(Cc2ccccc2)N[C@H](CN(C)C(=O)c2ccc(C)cc2)[C@@H]2C(=O)N(Cc3ccccc3)C(=O)[C@@H]21	-1.4	0.5	-6.0
CC(=O)n1cc([C@@H]2C=C(C(=O)N3CCN(C)CC3)O[C@H](OCc3ccc(CO)cc3)C2)c2ccccc21	2.2	1.5	-5.8
O=C1CC(NS(=O)(=O)c2cccs2)CN1c1ccccc1 (centres undefined)	1.4	0.8	-3.8
O=C(COC(=O)/C=C/c1ccc([N+](=O)[O-])cc1)NC1CCCCC1	2.3	2.0	-5.6
COc1ccc([C@@H]2[C@@H]3C(=O)N(C(C)(C)C)C(=O)[C@@H]3[C@]3(Cc4ccccc4)C(=O)N(c4ccc(OC)cc4)C(=O)N23)cc1	-0.5	-0.4	-0.6
CCCCn1c(N)c(N(CC(C)C)C(=O)CSc2ccc([N+](=O)[O-])cc2)c(=O)[nH]c1=O	-0.4	-0.6	1.4
C=CC(C)(O)CCCC(C)CCCC(C)CCCC(C)C (centres undefined)	0.2	0.0	1.4
Cc1ccc(NC(=O)c2cccc(NC(=O)CC3SC(N4CCCCC4)=NC3=O)c2)nc1 (centres undefined)	-0.9	3.4	-3.7
CCCOc1ccccc1OCC(=O)N1CCN(S(=O)(=O)c2ccc(Cl)cc2)CC1	-2.6	-0.7	-3.8
CCN(c1ccccc1)S(=O)(=O)c1cccc(C(=O)NCc2ccncc2)c1	1.5	2.9	-1.0
CC(C)C(C)NC(=O)COn1nnc2ccc(S(=O)(=O)N3CCOCC3)cc21 (centres undefined)	1.2	0.8	-5.1
CSc1ccc(CCCCCCOC(=O)C(C)(C)C)cc1	0.0	-0.6	2.2
O=C(COc1coc(CN2CCN(c3ccccc3)CC2)cc1=O)NC1CCCCC1	-0.9	0.2	-4.8
CCC(C)c1ccccc1N1CC(C(=O)Nc2ccc(S(=O)(=O)N3CCOCC3)cc2)CC1=O (centres undefined)	-0.2	-0.2	0.4
COc1ccc(CC(=O)OCC(=O)Nc2ccc3[nH]c(=O)[nH]c3c2)cc1	1.3	0.8	2.8
CC1CN(S(=O)(=O)c2cccc(C(=O)NCc3ccccn3)c2)CC(C)O1 (centres undefined)	0.9	1.1	-6.1
CCOc1ccc(CCNC(=O)C2CC(=O)N(CCc3ccc(OC)c(OC)c3)C2)cc1OCC (centres undefined)	-0.5	-1.0	-2.6
O=S(=O)(NCc1ccc(F)cc1)c1ccc(Br)cc1Br	-0.9	-0.2	-1.5
Cc1ccc(S(=O)(=O)NCC(=O)NNC(=O)c2ccc(Br)cc2)cc1C	-1.1	-0.1	-2.2
CCN(C(=O)c1ccc(S(=O)(=O)N2CCC(C)CC2)cc1)C1CCS(=O)(=O)C1 (centres undefined)	-1.7	-1.2	-4.3
CC1CN(C(=O)COC(=O)Cc2ccc(Cl)cc2)CC(C)O1 (centres undefined)	0.6	0.2	-5.4
Cc1cc(C(=O)COC(=O)c2ccc(F)cc2)c(C)n1C	-0.5	1.1	-6.1
CCc1noc(C)c1C(=O)NNC(=O)c1ccccc1	0.8	0.2	-6.5
CCCCC(CC)COC(=O)c1ccc(N(C)C)cc1 (centres undefined)	0.0	-0.3	-0.7
COc1ccc(CN(C)CC(=O)Nc2ccccc2C(=O)NC2CC2)cc1OC	0.6	0.2	-6.7
Cc1ccc(NC(=O)CN(C)C(=O)c2cccc(S(=O)(=O)NCc3ccco3)c2)cc1	-0.3	0.5	-6.3
COCCNc1nnc(SCC(=O)Nc2nnc(-c3ccccc3)o2)s1	0.9	-1.2	-1.3
NC(=O)C1CCCN(C(=O)c2cccc(S(=O)(=O)N(Cc3ccccc3)c3ccccc3)c2)C1 (centres undefined)	-1.0	1.2	-1.4
O=C(COC(=O)c1ccc(O)cc1)Nc1ccc2c(c1)OCO2	4.6	3.6	-1.0
NC(=O)CCCn1c(C(=O)c2cc(Cl)c(N)c(Cl)c2)c2ccc(C(F)(F)F)cc2[n+]1[O-]	3.7	4.2	-5.2
COc1ccc(NC(=O)COC(=O)c2ccc(N3CCCC3=O)cc2)cc1	-0.1	0.0	3.4
CC1CCCN(S(=O)(=O)c2ccc(NC(=O)CN3C(=O)NC(C)(c4ccccc4)C3=O)cc2)C1 (centres undefined)	0.1	0.2	-4.0
O=C(Nc1cc(-c2ccccc2)nn1C1CCCCC1)c1ccc(Cl)cc1	1.7	2.0	-5.1
C[C@H](CO)N1C[C@H](C)[C@@H](CN(C)Cc2ccncc2)Oc2c(NS(=O)(=O)c3ccccc3)cccc2C1=O	0.3	0.8	-2.9
Cc1ccc(CNC(=O)c2ccc(N3CCC4(CC3)CC(c3cccc(Br)c3)=NO4)c(NC(=O)c3cccc(C)c3)c2)cc1	-0.3	0.7	-5.0
NC(=O)c1ccc(NC(=O)CCc2nc3sc4c(c3c(=O)[nH]2)CCCC4)cc1	0.2	-0.6	2.1
Cc1ccc(N2CC(C(=O)OCC(=O)Nc3ccccc3C)CC2=O)cc1 (centres undefined)	-1.3	0.8	-5.9
COc1ccccc1C(=O)NC(=O)CSc1nnc2ccccn12	0.2	-0.5	-5.1
O=C(NCc1cc(C(F)(F)F)cc(C(F)(F)F)c1)C1CC(c2ccccc2C(F)(F)F)=NO1 (centres undefined)	-1.0	0.9	-4.4
CCCCOc1ccc(C(=O)NCC(=O)NCc2ccncc2)cc1	4.3	-1.0	-4.0
CCOC(=O)c1c[nH]c(=S)n(-c2ccccc2)c1=O	-1.3	-0.1	-5.2
O=C(CN1C(=O)NC2(CCOc3ccccc32)C1=O)N1CCCCC1 (centres undefined)	1.8	1.4	-1.2
Cc1ccc(NC(=O)CN(C)C(=O)c2ccc(COc3ccccc3)cc2)cc1	2.1	0.7	-2.1
CCCCCCCNC(=O)C1(CC2CC(c3cccc(Br)c3)=NO2)CCN(C(=O)C2(C)CC2)CC1 (centres undefined)	0.3	0.3	-4.2
CCOc1ccc(CC(=O)NC2CC(C)(C)N(C)C(C)(C)C2)cc1OCC	14.3	0.4	-6.8
CCOC(=O)c1c(NC(=O)COC(=O)Cc2n[nH]c(=O)c3ccccc23)sc(C(=O)NC)c1C	1.2	2.2	2.0
COc1ccccc1C(=O)Nc1ccccc1C(=O)Nc1ccccc1	-0.4	0.1	-1.4
CN(Cc1nc2ccccc2c(=O)[nH]1)C(=O)c1cccc(S(=O)(=O)N2CCCCCC2)c1	-1.0	-0.3	-2.5
NS(=O)(=O)c1ccc(NC(=O)COC(=O)CN2C(=O)C3CC=CCC3C2=O)cc1 (centres undefined)	1.1	0.9	-0.6
CCc1ccccc1NC(=O)CN1CCN(C(=O)C2CCN(C(=O)/C=C/c3ccccc3)CC2)CC1	-1.1	5.1	-4.6
CN(CC(=O)Nc1ccc(Cl)c(S(=O)(=O)N2CCOCC2)c1)C(=O)c1ccc(C#N)cc1	1.3	0.5	-7.5

The results go on:
SMILES	OXTR ag	V1R ag counter	GalR3 antag
C[C@H](CO)N1C[C@H](C)[C@@H](CN(C)Cc2ccc3c(c2)OCO3)Oc2c(NS(C)(=O)=O)cccc2C1=O	1.4	0.3	1.5
COc1cc2cnc(-c3ccccc3)c(-c3cccc(C(F)(F)F)c3)c2cc1OC	-0.9	-0.6	-3.1
CN(Cc1ccc(Cl)cc1Cl)C(=O)CNC(=O)c1ccc2c(c1)OCO2	-2.2	0.8	-4.6
COc1ccc(NC(=O)CSc2nc3ccccc3c(=O)[nH]2)cc1S(N)(=O)=O	0.3	0.1	-6.2
CN1CCC(N(C)C(=O)c2cc(-c3ccc(F)cc3)nc3ccccc23)CC1	2.6	2.1	-3.0
COc1ccccc1OCC(=O)Nc1ncc(C)s1	-1.0	-0.2	-4.8
Cc1cccc(C)c1NC(=O)CN(C)C(=O)c1ccccc1OCc1ccc(F)cc1	-1.3	-1.5	-0.1
O=C(Nc1cc(S(=O)(=O)N2CCOCC2)ccc1N1CCOCC1)c1ccc([N+](=O)[O-])s1	1.2	0.7	-1.2
O=C(O)CN1C(=O)N/C(=C\c2cccn2-c2ccc(P(=O)(O)O)cc2)C1=O	-0.1	0.6	-2.8
COC1Cc2ccccc2N(C(N)=O)c2ccccc21 (centres undefined)	-0.6	0.8	-1.5
Cc1ccc(C(=O)OCC(=O)Nc2ccc(F)c(Cl)c2)o1	1.2	2.0	-3.7
CCCN(CC(=O)Nc1ccc(F)c(F)c1F)C(=O)Cn1c(=O)cnc2ccccc21	-0.6	-1.5	2.1
CCCCCCCCCCCCN1[C@@H](CC(=O)O)c2cc(C(F)(F)F)ccc2S1(=O)=O	-0.4	0.3	0.0

This is a subset; rates above refer to the full screens.
